Casp6 inh – human caspase-6 inhibitors, primary screen, biochemical, VEID-R110 fluorescence, single point, set 2. P55212. purified caspase-6, Z-VEID-R110 cleavage fluorescence. inhibition, % at 12.5 µM. 0.53% of 350,000 active. AID 686996, 2013;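 active = mean inhibition across replicates at least about 35%, with every replicate also reaching that limit, limit read from the data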;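 also: 0% = median of neutral control wells and 100% = no fluorescence left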
DENV2 CPE rescue – inhibitors of DENV2 cytopathic effect, primary screen, cell-based, plate reader, single concentration; DENV2-infected cells, cytopathic effect rescue; 1.7% of 350,000 active; CPE inhibition, % at 9.99 µM; AID 651640, 2012; in the data active = CPE inhibition above about 20%, passing the limit was not always enough; tested in BHK-21 cells;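 also: 0% = median of neutral control wells and 100% = median of positive control wells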
miR-122 sensor – miR-122 Renilla sensor signal increase in Huh7, primary screen, miR-122 inhibitor project, cell-based, single point, plate reader. AID 602342, 2012. Huh7 miR-122 Renilla luciferase sensor, 48 h; neutral wells = 0, positive control = 100. 0.3% of 340,000 active. activation (reporter increase), % at 12.5 µM;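 active = mean replicate activation score at least 90 and every replicate individually at or above 90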;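 also: higher luciferase means less miR-122 activity so hits act as miR-122 inhibitors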
ERp5 block – inhibitors of ERp5-driven insulin aggregation, primary screen, biochemical, turbidity, absorbance 650 nm, single point; 0.05% of 350,000 active; Protein disulfide-isomerase A6 (Homo sapiens), Q15084; 90 min; inhibition, % at 9.99 µM;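 active = mean replicate inhibition above about 25%, with every replicate also reaching it, limit read from the data, passing the limit was not always enough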
ERAP1 HTS inh – human ERAP1 aminopeptidase inhibitors, primary screen, biochemical, single point, plate reader. 0.15% of 340,000 active. AID 652197, 2013. Endoplasmic reticulum aminopeptidase 1 (Homo sapiens), Q9NZ08. recombinant ERAP1, Leu-AMC fluorescence, 60 min. inhibition, % at 10.7 µM;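 active = mean replicate inhibition of at least 30%, or all replicates individually reaching that 30% level; inactive = mean below 30% and not every replicate reaching it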;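 also: 0% = neutral control wells and 100% = L-leucinethiol positive control wells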
Target sequence (Q9NZ08 whole entry, looked up): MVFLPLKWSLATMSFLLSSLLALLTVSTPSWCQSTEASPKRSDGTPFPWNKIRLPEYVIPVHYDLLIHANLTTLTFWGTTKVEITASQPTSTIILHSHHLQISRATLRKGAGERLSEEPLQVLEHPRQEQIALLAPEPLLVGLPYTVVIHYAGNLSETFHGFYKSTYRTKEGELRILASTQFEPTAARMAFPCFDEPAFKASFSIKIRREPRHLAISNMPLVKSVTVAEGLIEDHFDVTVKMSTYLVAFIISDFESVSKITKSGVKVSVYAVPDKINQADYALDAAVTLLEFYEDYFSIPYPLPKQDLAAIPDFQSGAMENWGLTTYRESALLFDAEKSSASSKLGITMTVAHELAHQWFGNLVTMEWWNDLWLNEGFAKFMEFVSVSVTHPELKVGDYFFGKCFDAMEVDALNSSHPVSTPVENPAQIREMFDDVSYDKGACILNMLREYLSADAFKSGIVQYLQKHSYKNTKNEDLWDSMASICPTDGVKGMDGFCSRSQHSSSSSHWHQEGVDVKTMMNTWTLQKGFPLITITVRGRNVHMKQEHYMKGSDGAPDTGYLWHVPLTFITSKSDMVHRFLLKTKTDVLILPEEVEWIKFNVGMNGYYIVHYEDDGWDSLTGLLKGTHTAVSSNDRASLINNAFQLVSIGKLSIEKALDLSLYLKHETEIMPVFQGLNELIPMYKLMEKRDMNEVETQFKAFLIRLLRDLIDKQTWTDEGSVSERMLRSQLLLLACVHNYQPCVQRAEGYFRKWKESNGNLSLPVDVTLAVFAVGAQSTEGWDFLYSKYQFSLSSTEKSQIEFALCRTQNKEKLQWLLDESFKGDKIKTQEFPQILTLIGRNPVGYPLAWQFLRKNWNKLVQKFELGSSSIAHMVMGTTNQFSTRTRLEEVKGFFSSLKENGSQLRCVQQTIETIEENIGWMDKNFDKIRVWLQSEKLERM
SIRT5 block – SIRT5 desuccinylase inhibitors, primary screen, biochemical, fluorescence imaging, single point, set 5; 1.1% of 330,000 active; Purified SirT5, succinyl-peptide AMC, trypsin-coupled fluorescence; NAD-dependent protein deacylase sirtuin-5, mitochondrial (Homo sapiens), Q9NXA8; inhibition, % at 15 µM; in the data active = inhibition above about 15%
F508del corr – F508del CFTR correction, initial screen, CFBE line, single point; activity (quench increase), % at 7.58 µM; CFBE cells, YFP halide quenching; stimulated with forskolin plus potentiator P3; % fluorescence drop versus neutral controls; 0.36% of 350,000 active;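 active = mean added fluorescence quench of at least 8% versus neutral control, with both replicates also reaching 8%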;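 also: cells transiently co-express mutant CFTR-F508del with the halide-sensitive YFP; corrector assay measuring rescue of mutant channel to the surface after 24 h compound exposure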
Starred values were filed as active, the others as inactive; . = not tested or not shown; [ ] = another dose, or the depositor's remark. An unsorted share of the library; overall some 4% were active at least once.

Casp6 inh	DENV2 CPE rescue	miR-122 sensor	ERp5 block	ERAP1 HTS inh	SIRT5 block	F508del corr	structure
-9	-1	1	3	-3	-10	-2.0	Cc1cc(C)cc(NC(=O)C2C3C=CC4(O3)C2C(=O)N(CCCN2CCCC2)C4C(=O)NC2CCCC(C)C2C)c1 (stereo not given)
0	1	0	7	3	-11	-0.7	Cc1ccc2c(c1)CCCN2C(=O)c1cc2ccccc2oc1=O
5	2	.	1	0	1	-1.0	CCn1ncc(S(=O)(=O)Nc2cc(Cl)ccc2C)c1C
-2	-8	-12[16.7 µM]	-2	-1	12	-0.1	CCC(=O)N1[C@H](CO)[C@@H](c2ccccc2)[C@H]1CNC(=O)CN1CCOCC1
.	-24	12[16.7 µM]	.	.	.	20*	COc1ccc(-c2ccc3c(c2)[C@H]2[C@H](CCN2S(=O)(=O)c2ccc(OC)cc2)[C@@H](CO)N3)cc1
-4	2	-2	5	-7	0	-1.3	CN1C(=O)CCC(CCC(=O)O)(c2ccccc2O)C1=O (stereo not given)
-1	-2	.	4	-3	-1	1.8	CC(=O)NC(Cc1ccc(C)cc1)C(=O)NC1CCN(S(=O)(=O)c2ccccc2)CC1 (stereo not given)
4	11	15	2	-2	3	-1.4	O=C(NCc1cccc(Cl)c1)c1cccc(S(=O)(=O)N2CCCC2)c1
-3	-7	.	1	1	.	-1.9	COC(=O)[C@]12C[C@H](CC(=O)NCc3cccs3)C(=O)N(Cc3ccc4c(c3)OCO4)C1=C[C@H](C(C)(C)C)O[C@@H]2C
-1	.	3	1	1	-1	0.9	O=C(COC(=O)c1ccc(Cl)c(S(=O)(=O)NCc2ccccc2)c1)NCC1CCCO1 (stereo not given)
2	3	-7	-9	2	-2	-2.0	CCC(=O)NC(C)C(c1cccs1)N1CCN(c2ccccc2)CC1 (stereo not given)
1	11	.	4	2	0	0.4	N#C/C(=C/Nc1ccccc1F)S(=O)(=O)c1ccc(Cl)cc1
-1	9	-3[16.7 µM]	1	3	-1	4.4	CN(C)CC#Cc1ccc([C@@H]2[C@@H](CO)N3CCCCN(C(=O)C4CCC4)C[C@H]23)cc1
-1	1	18[16.7 µM]	-9	-1	-1	4.3	COc1cccc(S(=O)(=O)Nc2ccc3c(c2)[C@H]2C[C@H](CC(=O)NCCc4ccccc4)O[C@@H](CO)[C@H]2O3)c1
2	5	-2[16.7 µM]	-2	2	5	2.1	COCC#Cc1ccc2c(c1)O[C@@H](CN(C)Cc1ccccc1F)[C@@H](C)CN([C@@H](C)CO)S2(=O)=O
-1	10	48	1	-2	-3	0.4	CCOCCCNC(=O)C(c1ccc(C)cc1)N(Cc1cccs1)C(=O)c1ccccc1O (stereo not given)
1	.	.	-4	-4	.	-1.9	CC1(CCc2ccccc2)NC(=O)N(CC(=O)Nc2ccc3c(c2)OCCO3)C1=O (stereo not given)
.	4	-6	4	-1	.	-1.8	COc1ccc(-c2oc3ccccc3c2C(=O)OCc2ccc([N+](=O)[O-])cc2)cc1
-1	4	.	4	3	-11	.	O=C([C@@H]1[C@@H](CO)[C@@H]2Cn3c(ccc(-c4ccncc4)c3=O)[C@@H]2N1Cc1cocn1)N1CCCCC1
-2	-7	26[16.7 µM]	1	1	4	-3.5	O=C(C1CC1)N1C[C@@H]2[C@H](c3ccccc31)[C@@H](CO)N2Cc1ccccc1Cl
-1	-3	-6[16.7 µM]	-3	1	-3	-2.5	C[C@H]1CN([C@@H](C)CO)C(=O)c2cc(NS(C)(=O)=O)ccc2O[C@H]1CN(C)CC1CC1
-1	-3	-29[16.7 µM]	5	-1	10	0.9	O=S(=O)(c1ccc(F)cc1)N1CCCCN2[C@H](C1)[C@H](c1ccc(-c3ccccc3)cc1)[C@@H]2CO
-1	15	22[16.7 µM]	-1	1	-2	-1.2	COc1ccc(S(=O)(=O)N(C)C[C@@H]2Oc3ccc(NC(=O)C4CC4)cc3C(=O)N([C@H](C)CO)C[C@@H]2C)cc1
5	-7	3	4	-2	-7	.	Cc1ccc(C(=O)N2CCC(C(=O)c3ccc(F)cc3)CC2)cc1
1	3	1	1	5	2	-1.5	O=C(Nc1cccc(S(=O)(=O)N2CCCC2)c1)c1cccnc1
1	17	.	1	-5	1	0.2	O=C(c1ccc(F)cc1)N1CC(=O)N2[C@H](C1)[C@@H](c1ccc(C#CC3CCCC3)cc1)[C@@H]2CO
-1	-6	-2	-7	9	5	0.8	CC(=O)N1CCc2cc(NC(=O)C3(C)CCN3Cc3ccc(C(C)C)cc3)ccc21 (stereo not given)
5	-7	-1	1	3	0	1.5	COc1cc(C2C(C(=O)c3ccco3)=C(O)C(=O)N2Cc2cccnc2)cc(OC)c1OC (stereo not given)
1	-10	6	2	-1	-4	2.7	O=C(c1ccc(Cl)cc1)C1CCN(Cc2ccccc2)CC1
2	-9	.	13	-1	-1	-2.0	CCCNC(=O)N1CC2(C1)CN(S(C)(=O)=O)[C@H](CO)c1c2c2ccc(OC)cc2n1C
5	.	-6	5	-3	.	2.9	Cc1c(C(C)CCCO)oc(=O)c2c1Oc1c(C)c(C(C)C[C@H](C)O)oc(=O)c1C2 (stereo not given in full)
1	7	-6	-1	.	.	-2.2	CCC(=O)N1CCC2(CC1)Oc1ccc(Cl)cc1C(=O)C21CC(c2ccccc2)=NO1 (stereo not given)
1	0	.	0	-2	-10	0.2	O=C(NCCc1ccccc1)[C@@H]1N[C@@H]2c3ccc(-c4ccc(F)cc4)c(=O)n3C[C@@H]2[C@H]1CO
-6	-2	-9	-3	.	1	0.1	CCOC(=O)c1c(C)[nH]c(N=Nc2ccccc2Cl)c1C
0	0	4	-1	1	3	1.1	CC(C)OCCCNC(=O)CN1C(=O)c2cccc3cccc1c23
4	0	-7[16.7 µM]	-4	1	0	-0.2	C[C@H]1CN([C@@H](C)CO)C(=O)c2cc(C#CCN(C)C)cnc2O[C@@H]1CN(C)C(=O)Cc1ccncc1
-2	-2	7[16.7 µM]	16	-1	-4	2.4	C[C@@H]1CCCCO[C@H](CN(C)S(C)(=O)=O)[C@@H](C)CN([C@H](C)CO)C(=O)c2cc(NC(=O)Nc3ccc(C(F)(F)F)cc3)ccc2O1
0	-5	-5	1	1	-2	0.7	COc1ccc(OC)c(NC(=O)CCC(=O)Oc2ccc(C)cc2)c1
-1	6	1	-4	-2	0	2.1	O=C(Nc1cccc(-n2cnnn2)c1)c1ccccc1Br
10	-1	.	4	8	-3	-0.1	O=c1nc(N/N=C/C=C/c2ccccc2)cn[nH]1

An excerpt from above in order of count of non-hydrogen atoms, high to low.
Casp6 inh	DENV2 CPE rescue	miR-122 sensor	ERp5 block	ERAP1 HTS inh	SIRT5 block	F508del corr	structure
-1	4	.	4	3	-11	.	O=C([C@@H]1[C@@H](CO)[C@@H]2Cn3c(ccc(-c4ccncc4)c3=O)[C@@H]2N1Cc1cocn1)N1CCCCC1
1	17	.	1	-5	1	0.2	O=C(c1ccc(F)cc1)N1CC(=O)N2[C@H](C1)[C@@H](c1ccc(C#CC3CCCC3)cc1)[C@@H]2CO
5	-7	3	4	-2	-7	.	Cc1ccc(C(=O)N2CCC(C(=O)c3ccc(F)cc3)CC2)cc1

The main list resumes with the 6 entries that preceded the break.
Casp6 inh	DENV2 CPE rescue	miR-122 sensor	ERp5 block	ERAP1 HTS inh	SIRT5 block	F508del corr	structure
0	0	4	-1	1	3	1.1	CC(C)OCCCNC(=O)CN1C(=O)c2cccc3cccc1c23
4	0	-7[16.7 µM]	-4	1	0	-0.2	C[C@H]1CN([C@@H](C)CO)C(=O)c2cc(C#CCN(C)C)cnc2O[C@@H]1CN(C)C(=O)Cc1ccncc1
-2	-2	7[16.7 µM]	16	-1	-4	2.4	C[C@@H]1CCCCO[C@H](CN(C)S(C)(=O)=O)[C@@H](C)CN([C@H](C)CO)C(=O)c2cc(NC(=O)Nc3ccc(C(F)(F)F)cc3)ccc2O1
0	-5	-5	1	1	-2	0.7	COc1ccc(OC)c(NC(=O)CCC(=O)Oc2ccc(C)cc2)c1
-1	6	1	-4	-2	0	2.1	O=C(Nc1cccc(-n2cnnn2)c1)c1ccccc1Br
10	-1	.	4	8	-3	-0.1	O=c1nc(N/N=C/C=C/c2ccccc2)cn[nH]1
0	-2	.	-4	8	-16	.	O=C(NCCc1ccncc1)[C@H]1[C@H](CO)[C@H]2Cn3c(ccc(-c4ccccc4)c3=O)[C@H]2N1C(=O)C1CC1
1	13	2	3	1	-3	-0.8	COc1ccc(CCNC(=O)C2C3CCC(C3)C2C(=O)O)cc1OC (stereo not given)
1	7	1	-4	2	-9	-1.4	O=C(CCN1CCN(c2ccccc2F)CC1)Nc1ccc(F)cc1
9	-2	.	0	-2	27*	2.2	CC(=O)N1CCN(c2ccccc2NC(=O)c2ccc(Br)o2)CC1
0	8	9	-3	.	-3	-0.7	C[C@H]1CNC(=O)c2c(C(=O)N3CCN(C(=O)OC(C)(C)C)CC3)ncn21
1	7	1[16.7 µM]	-2	1	-2	-0.8	C[C@H](CO)N1C[C@H](C)[C@H](CN(C)Cc2ccc(O)cc2)OCc2cnnn2CCCC1=O
0	-2	-2	6	2	1	0.5	COCc1cc(C)nc(SCC(=O)Nc2nc(C)cs2)c1C#N
-1	4	-2[16.7 µM]	-1	-1	11	0.4	C[C@H](CO)N1C[C@H](C)[C@@H](CN(C)Cc2ccc(C(F)(F)F)cc2)Oc2ccc(NC(=O)NC3CCCCC3)cc2CC1=O
-1	-8	.	-6	1	-8	0.5	CCN(CC)S(=O)(=O)c1ccc(O)c(NC(=O)CN2CCc3ccccc3C2)c1
0	0	3	0	0	14	1.2	COCc1nc2ccccc2n1CCc1ccccc1
0	-6	-9	1	2	-2	0.5	Cc1cccc(C)c1NC(=O)CN(C)C(=O)CC1CC2CCC1C2 (stereo not given)
-1	-9	-2	6	3	-5	-1.8	CCOC(=O)C1CCCN(C2CC(=O)N(c3ccc(C)cc3)C2=O)C1 (stereo not given)
-4	-2	-8	0	-1	2	-0.5	COc1ccccc1NC(=O)CNC(=O)Cn1c(C)cc2ccccc2c1=O
-2	1	4	0	0	-1	0.9	Cc1ccc(-c2nc(C)sc2CC(=O)Nc2nnc(C)s2)cc1
0	.	-3	4	1	-1	.	CC1CCCC(NC(=O)COC(=O)c2ccc(S(=O)(=O)N3CCOCC3)cc2)C1C (stereo not given)

High-throughput results as filed in PubChem.
